# KinaseGlo FLuc = counter-screen: inhibitors of Kinase-Glo firefly luciferase | Kinase-Glo luciferase, ATP luminescence, 8 min | Potency, µM (top dose mostly 38.3 µM), for inactives: at the highest dose activity change, negative = inhibition, usual class: inhibitors | Q27757 | 200,000 tested, 0.28% active; further: potency means the concentration at half of the fitted maximal effect; on the % scale 0 is the no-effect control and ±100 the full control effect; nearly all actives have a fitted effect of over 60% in size
#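 Inhibition of Kinase-Glo luciferase light generation was assessed at 10 uM ATP in pH 7.2 imidazole buffer, with luminescence measured after eight minutes at ambient temperature.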
# IMPase Li inh = IMPase inhibition in cells with lithium potentiation. 210,000 tested, 0.35% active. CHO-M1 cells, IP1 TR-FRET (IP-One), carbachol + lithium. Potency, µM (series often up to 59.4 µM), for the others: at the top dose activity, negative = IMPase inhibition, usual class: inhibitors;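 further: IP1 builds up when IMPase is blocked and the TR-FRET signal falls; potency means the concentration at half of the fitted maximal effect; plate controls were basal vehicle for no effect and high inhibitor control for full effect; nearly all actives have a fitted effect of over 50% in size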
#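 CHO cells stably expressing M1 receptor (2000/well) were cultured 16–30 h, then exposed to compounds with a small lithium addition for 30 min at 37C. IP1 was measured by TR-FRET competition; AC50 from Hill fits.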
# CBFb RUNX1 block = inhibitors of human CBF-beta and RUNX1 interaction. AlphaScreen CBFb-His/RUNX1-biotin binding, biochemical. Potency, µM (top dose mostly 59.8 µM), for inactives: at the highest dose activity, negative = inhibition, hits mostly inhibitors. 230,000 tested, under 10 active; further: % of control where 0% means no effect
# Target sequence (Q01196 whole entry, looked up): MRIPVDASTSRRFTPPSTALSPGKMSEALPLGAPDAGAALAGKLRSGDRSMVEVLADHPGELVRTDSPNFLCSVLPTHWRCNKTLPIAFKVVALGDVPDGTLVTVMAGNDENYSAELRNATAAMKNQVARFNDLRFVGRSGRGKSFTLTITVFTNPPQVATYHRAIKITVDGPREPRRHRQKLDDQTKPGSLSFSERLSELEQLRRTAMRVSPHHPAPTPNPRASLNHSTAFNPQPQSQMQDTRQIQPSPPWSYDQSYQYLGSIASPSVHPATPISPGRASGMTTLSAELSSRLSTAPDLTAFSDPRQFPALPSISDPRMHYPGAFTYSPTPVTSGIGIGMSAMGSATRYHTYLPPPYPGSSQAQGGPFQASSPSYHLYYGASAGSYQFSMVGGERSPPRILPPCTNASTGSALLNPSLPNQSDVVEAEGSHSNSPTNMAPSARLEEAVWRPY
# Target sequence (Q13951 whole entry, looked up): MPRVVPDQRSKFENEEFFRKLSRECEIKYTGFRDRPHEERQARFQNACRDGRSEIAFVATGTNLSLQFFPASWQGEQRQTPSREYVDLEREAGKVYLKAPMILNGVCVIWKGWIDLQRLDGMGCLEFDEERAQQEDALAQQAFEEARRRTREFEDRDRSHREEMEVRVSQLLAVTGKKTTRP
#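 AlphaScreen proximity signal reports loss of binding between His-tagged CBF-beta and biotin-labelled RUNX1, each at 30 nM. Proteins are pre-associated for 20 minutes, compounds added for 15 minutes, then beads for 90 minutes, all at ambient temperature.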
# HTT aggregate = mutant huntingtin aggregation inhibition; PC12 HttQ103-GFP aggregates, Acumen cytometry, 40 h; Potency, µM (top dose mostly 46.1 µM), without a hit: top-dose activity change, negative = inhibition, usual class: inhibitors; 220,000 tested, 1.1% active; AID 1688; further: potency means the concentration at half of the fitted maximal effect; on the % scale 0 is the no-effect control and ±100 the full control effect; nearly all actives have a fitted effect of over 60% in size
#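 PC12 cells with ecdysone-inducible HTT exon1 Q103-GFP, induced by 100 nM tebufenozide, given compounds in a concentration series. GFP aggregates (1–25 um, 6 SD above background) counted in lysates by laser-scanning cytometry, 488 nm excitation.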
# L3MBTL1 block = blocks human L3MBTL1. Q9Y468. AlphaScreen L3MBTL1–H3K9me1 peptide binding. Potency, µM (top dose mostly 57.1 µM), for the others: top-dose activity, negative = inhibition, most hits filed as inhibitors. 230,000 tested, 0.66% active; further: potency means the concentration at half of the fitted maximal effect; on the % scale 0 is the no-effect control and ±100 the full control effect; nearly all actives have a fitted effect of over 60% in size
#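 AlphaScreen proximity signal between nickel-chelate acceptor and streptavidin donor beads (final 10 ug/mL) reports binding of 50 nM L3MBTL1 to 75 nM biotin-H3 K9me1 peptide; complex incubated with compounds 30 min at room temperature; cefsulodin titration as control.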
# Epigenetic reg = epigenetic control regulation, reporter derepression | murine LDR cells, GFP reporter derepression, 30 h | Potency, µM (doses to about 53.9 µM), for the others: top-dose GFP activation, hits mostly activators | 280,000 tested, 0.2% active; further: potency means the concentration at half of the fitted maximal effect; % of control where 0% means no effect; nearly all actives have a fitted effect of over 60% in size
#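 In this reporter-derepression format, murine cells bearing a silenced integrated CMV-GFP locus incubate with test compound (30 h, 37 C), then are washed and imaged; fluorescent objects of 20–120 um count as induced cells.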
# NPSR antag = antagonists of human neuropeptide S receptor cAMP signaling; CHO-NPSR cells, cAMP TR-FRET, antagonist mode; Potency, µM (highest dose often 38.3 µM), inactives show at the top dose activity change, negative = inhibition, usual class: inhibitors; 220,000 tested, 1% active; Q6W5P4; further: potency means the concentration at half of the fitted maximal effect; on the % scale 0 is the no-effect control and ±100 the full control effect; nearly all actives have a fitted effect of over 50% in size; many of its hits are not listed in these tables
# Target sequence (Q6W5P4 whole entry, looked up): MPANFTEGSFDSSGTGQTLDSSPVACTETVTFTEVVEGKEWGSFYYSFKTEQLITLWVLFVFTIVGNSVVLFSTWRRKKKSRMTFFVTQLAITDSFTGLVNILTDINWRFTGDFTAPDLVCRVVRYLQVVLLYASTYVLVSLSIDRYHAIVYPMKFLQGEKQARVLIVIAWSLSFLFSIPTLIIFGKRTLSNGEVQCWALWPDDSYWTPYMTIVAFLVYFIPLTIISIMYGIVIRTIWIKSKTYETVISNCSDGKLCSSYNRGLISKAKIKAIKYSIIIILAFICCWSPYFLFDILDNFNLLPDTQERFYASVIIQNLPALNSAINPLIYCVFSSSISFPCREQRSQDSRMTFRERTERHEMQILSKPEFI
# * = called active by the depositor; u = inconclusive; x = no result given; [ ] = remark or other dose. The call rests on the fitted dose curve; in most records, active means well fitted curve in the direction sought with a large enough effect; inconclusive means small, poorly fitted or top-dose-only effect, or another doubt; inactive means no such curve, though single readings can be large; an effect the other way counts as inactive or inconclusive. A portion of the library, so the mix of outcomes need not match the whole.
# Below each compound – KinaseGlo FLuc	IMPase Li inh	CBFb RUNX1 block	HTT aggregate	L3MBTL1 block	Epigenetic reg	NPSR antag
> COc1ccc(OC)c(C2CC(=O)c3c([nH]c(C(=O)OCC4CCCO4)c3C)C2)c1 (configuration not stated)
→ 1%	21%[38.3 µM]	9%	-15%	6%	-0.8%	-10%[46.1 µM]
> CC(=O)NC(Cc1c[nH]c2ccccc12)C(=O)OCC(=O)Nc1ccc2c(c1)OCO2 (configuration not stated)
→ -4%	-11%[38.3 µM]	0%	13%	-3%	4.1%	-12%[46.1 µM]
> Cc1onc(-c2ccccc2)c1C(=O)OCC(=O)Nc1ccc2c(c1)OCO2
→ 3%	15%[38.3 µM]	1%	4%	-6%	0.3%	-7%[46.1 µM]
> Cc1ccc(OCC(=O)O/N=C(\N)c2cccc([N+](=O)[O-])c2)cc1C
→ x	x	10%	-3%[9.22 µM]	-8%	-0.3%	-23%
> CCCNC(=O)COC(=O)c1ccc(S(=O)(=O)N2CCCCCC2)cc1
→ -2%	2%[38.3 µM]	9%	3%	-4%	-0.9%	-5%[46.1 µM]
> Cc1nn(CCOc2ccccc2)c(=O)n1-c1ccccc1F
→ 2%	1%	7%	-6%	-6%	-0.9%	-16%[46.1 µM]
> Cc1cccc(/C(N)=N/OC(=O)Cc2ccccc2)c1
→ -3%	9%	29%	5%	78%[activator]	-1.8%	9%
> O=C(CN(c1ccccc1Cl)S(=O)(=O)c1ccccc1)N/N=C/c1ccccc1C(=O)O
→ 3%	-1%	1%	21%	-12%	-2.3%	4%
> Cc1ccc(C(=O)N2CC(C)OC(C)C2)cc1[N+](=O)[O-] (configuration not stated)
→ -1%	-1%	2%	-19%[9.22 µM]	14%	1.1%	-11%
> NNc1nc(NCc2ccccc2)nc(N2CCOCC2)n1
→ -3%	12%	-8%	3%	-19%	0.0%	-8%[46.1 µM]
> C=CCn1c(=N)c(C(=O)NCCCOC)cc2c(=O)n3cc(C)ccc3nc21
→ -7%	-7%[38.3 µM]	-1%	u	2%	4.9%	-4%[46.1 µM]
> Cc1ccsc1/C=N\NC(=O)c1cc(C(C)(C)C)[nH]n1
→ 0%	0%	-2%	-19%	39%[activator]	0.1%	-15%
> Cc1nc(SCC(=O)N2c3ccccc3Sc3ccccc32)n[nH]1
→ -2%	7%[38.3 µM]	-2%	-27%	x	0.1%	-9%[46.1 µM]
> COCc1nnc(NC(=O)CCC2CCCCC2)s1
→ 3%	20%[38.3 µM]	5%	8%	x	0.2%	-10%[46.1 µM]
> CCOc1ccc(C(=O)C2CCN(C(=O)c3ccccc3C(=O)O)CC2)cc1
→ 0%	38%[activator][38.3 µM]	6%	-14%	x	1.0%	-9%[46.1 µM]
> COC(=O)c1cc(OC)c(OC)cc1NC(=O)C1CCC(=O)N1S(=O)(=O)c1ccc(C)cc1 (configuration not stated)
→ 1%	19%[38.3 µM]	5%	3.2µM*	-7%	-1.1%	-9%[46.1 µM]
> CC1CCN(C(=O)CSc2nc(N)cc(N)n2)CC1
→ 9%	-4%[38.3 µM]	3%	-4%	-5%	3.0%	14%[46.1 µM]
> COc1ccccc1C(C)NC(=O)c1ccc(C)o1 (configuration not stated)
→ 3%	2%[38.3 µM]	2%	0%[9.22 µM]	x	-6.1%	-7%[46.1 µM]
> COc1cc(NC(=O)C2CCCO2)c(OC)cc1NC(=O)c1ccccc1 (configuration not stated)
→ 0%	1%[38.3 µM]	-23%	u	-17%	-1.1%	-11%[46.1 µM]
> CC(C)CNC(=O)NC(=O)COc1c(F)c(F)cc(F)c1F
→ x	x	6%	u	5%	-0.2%	-16%[46.1 µM]
> COc1ccc(CNC(=O)Nc2cccc(C(F)(F)F)c2)cc1OC
→ 2%	25%	-17%	14%	-9%	1.1%	5%
> CCOc1ccc(/C=C2\NC(=S)NC2=O)cc1
→ x	x	2%	24%[9.22 µM]	-4%	-1.0%	58%
> Nc1nc(CSc2nc3ccccc3[nH]2)nc(N2CCOCC2)n1
→ 0%	-8%[38.3 µM]	23%	1%	5%	1.6%	-10%[46.1 µM]
> O=C(Cc1ncc(C(F)(F)F)cc1Cl)NCCc1ccccc1
→ -6%	-10%	8%	-6%	3%	2.9%	9%
> CCOC(=O)c1c(C)[nH]c2ccc(O)cc12
→ 0%	18%[38.3 µM]	4%	-1%	5%	-1.3%	-1%[46.1 µM]
> O=C(c1ccc(Cl)cc1)c1c[nH]cc1-c1ccccc1
→ 3%	-2%	-6%	6%	-6%	-2.0%	-4%[46.1 µM]
> O=[N+]([O-])c1ccc(NNC(=S)Nc2ccccc2)cc1
→ -11%	20%[38.3 µM]	-17%	u	x	-2.4%	u
> COc1ccc(/C=N/n2c(-c3ccco3)nc3ccccc3c2=O)cc1
→ -2%	-1%	-9%	-4%	6%	-0.8%	2%[46.1 µM]
> CC(C)(C)NC(=S)NNC(=O)c1ccncc1
→ 3%	5%	8%	-5%	-9%	-8.2%	5%
> O=C(Cc1sc(-c2ccccc2)nc1-c1ccccc1)Nc1ccc(Cl)cc1
→ 0%	0%[38.3 µM]	3%	-3%	x	1.1%	-21%[46.1 µM]
> Cc1cc(C)c(C#N)c(SC2CCCCC2=O)n1 (configuration not stated)
→ -1%	20%[38.3 µM]	9%	10%	x	-1.1%	-8%[46.1 µM]
> C1CCc2c(nc3nnnn3c2NC2CCCC2)C1
→ -4%	-25%[38.3 µM]	5%	4%	5%	u	-1%[46.1 µM]
> O=c1c2ccccc2[nH]c(=S)n1CCN1CCc2ccccc2C1
→ x	x	2%	27%[9.22 µM]	x	-4.3%	-25%
> Cc1cc(=O)oc2cc(N3C(=O)CC(Cc4ccccc4)C3=O)ccc12 (configuration not stated)
→ 0%	9%	-2%	13%[9.22 µM]	-1%	1.0%	-10%
> Cc1nsc(Nc2ccccc2)c1C#N
→ 0%	-8%	10%	u	x	1.1%	13%
> CCOc1ccc(Cc2nc(N)nc(N)n2)cc1
→ -1%	5%	4%	-8%	-4%	-0.8%	4%[46.1 µM]
> O=C(NCc1ccc2c(c1)OCO2)c1cccc(S(=O)(=O)N2CCOCC2)c1
→ 2%	8%[38.3 µM]	9%	-4%	x	1.1%	-5%[46.1 µM]
> CCN(c1ccccc1)S(=O)(=O)c1ccc(NC(=S)NC(=O)c2cccs2)cc1
→ -6%	29%[38.3 µM]	-10%	u	-13%	-0.9%	u
> COc1cccc(NC(=O)CSc2nnc(CN3CCOCC3)n2C)c1
→ -6%	-6%[38.3 µM]	-1%	-13%	0%	0.0%	-2%[46.1 µM]
> O=C(O)CSc1ncccc1C(=O)O
→ -1%	5%	-19%	-7%	-29%	0.0%	5%
> CC(C)(C)C(=O)N1CCc2cc(-c3csc(N)n3)ccc21
→ -7%	-12%[38.3 µM]	-1%	-1%	-3%	-0.9%	-14%[46.1 µM]
> N#CCC(=O)N/N=C/c1cn(Cc2ccccc2C#N)c2ccccc12
→ x	x	0%	17%[9.22 µM]	2%	1.2%	3%
> COc1ccc(/C=N/NC(=S)Nc2ccccc2[N+](=O)[O-])cc1O
→ -7%	9%	3%	-23%	-6%	-1.3%	-37%
> Clc1ccc(Cl)c(-c2nn3c(COc4ccccc4)nnc3s2)c1
→ 1%	46%[activator][38.3 µM]	10%	-7%	3%[11.4 µM]	0.0%	-7%[46.1 µM]
> CCN(CC)c1ccc(/C=N/NC(=O)c2cnccn2)cc1
→ -4%	14%	-2%	17%	x	-0.3%	3%
> CCOc1ccc(NC(=O)CN2CCN(CC(=O)Nc3ccc4c(c3)OCO4)CC2)cc1
→ 2%	6%[38.3 µM]	5%	2%	x	1.2%	-14%[46.1 µM]
> CN(CCO)Cc1csc2ccc(Br)cc12
→ -3%	19%[38.3 µM]	4%	22%	x	0.9%	-6%[46.1 µM]
> CCOc1ccc(CNC(=O)CCS(=O)(=O)Cc2ccccc2C)cc1OC
→ -1%	2%	7%	24%	5%	-3.5%	13%
> O=C(NNC(=O)C1CCN(Cc2ccc(F)cc2Cl)CC1)Nc1ccc([N+](=O)[O-])cc1
→ -2%	7%	-3%	x	2%	0.0%	-14%
> COC(=O)CN1C(=S)N(c2ccc(OC)cc2)C(=O)/C1=C/c1cccs1
→ 1%	3%	10%	-14%	3%	5.6%	5%
> Cc1ccc(CNC(=O)c2ccc(C#CC(C)(C)O)s2)cc1
→ -2%	20%[38.3 µM]	3%	4%	x	0.8%	-16%[46.1 µM]
> CN(CC(=O)Nc1ccc(N2CCOCC2)cc1)C(=O)COc1ccccc1F
→ x	x	-1%	-6%[9.22 µM]	6%	1.4%	-19%
> COc1cccc(-c2csc(N3CCN(C(=O)Nc4ccc(Cl)cc4)CC3)n2)c1
→ 1%	25%	-9%	2%[9.22 µM]	-18%	3.1%	u
> O=S(=O)(Nc1ccc2nc(-c3ccco3)[nH]c2c1)c1ccccc1
→ -8%	-14%[38.3 µM]	-6%	-21%	-10%	4.3%	-23%[46.1 µM]
> COc1ccccc1OCCn1c(C(C)O)nc2ccccc21 (configuration not stated)
→ -2%	-13%[38.3 µM]	5%	-12%	9%	0.0%	-1%[46.1 µM]
> COC(=O)C1CCCN1C(=O)c1cccs1 (configuration not stated)
→ -2%	-12%[38.3 µM]	8%	-4%	-4%[11.4 µM]	-2.1%	-4%[46.1 µM]
> CC(=O)c1cccc(NC(=S)NCCc2ccc(Cl)cc2)c1
→ 3%	5%	-6%	-14%[9.22 µM]	-2%	-0.3%	-11%
> C=CCc1cccc(/C=N/NC(=O)C(C)Nc2ccc(C)cc2)c1O (configuration not stated)
→ -1%	1%	-5%	8.9µM*	-15%	1.1%	-18%
> CC(C)=CC(=O)O[C@H]1[C@@H]2[C@H](C)C(=O)O[C@@H]2C[C@@H](C)[C@@H]2[C@@H](O)CC(=O)[C@]21C
→ x	x	0%	45%[9.22 µM]	x	-1.7%	19%
> O=C(c1cccs1)N1C(=O)c2cccc3cccc1c23
→ -1%	u	0%	15%	-5%	0.0%	3%

# The list goes on:
# Below each compound – KinaseGlo FLuc	IMPase Li inh	CBFb RUNX1 block	HTT aggregate	L3MBTL1 block	Epigenetic reg	NPSR antag
> Cc1cc(C)nc(SCCn2c(N3CCC(C)CC3)nc3c2c(=O)n(C)c(=O)n3C)n1
→ 2%	10%[38.3 µM]	10%	-1%	-1%	0.9%	5%[46.1 µM]
> COc1ccc(C(=O)CN2CCN(S(=O)(=O)c3cccc([N+](=O)[O-])c3)CC2)cc1OC
→ 0%	-4%	-5%	-10%	-7%	2.6%	-5%[46.1 µM]
> O=C(c1cc([N+](=O)[O-])ccc1Cl)N1c2ccccc2Sc2ccccc21
→ -1%	4%	u	-9%	-29%	0.0%	-32%
> Cc1c(NC(=O)Nc2ccc(Cl)cc2)c(=O)n(-c2ccccc2)n1C
→ 1%	1%	5%	-4%	u	0.3%	10%[46.1 µM]
> CCOC(=O)c1sc(=S)n(CC)c1NC(=O)CC
→ -1%	35%[38.3 µM]	u	-12%	x	0.0%	-21%[46.1 µM]

# Screens from PubChem.
